High-throughput results from PubChem BioAssay.
TROY signal inh: TROY signaling inhibition; 360,000 tested, 0.98% active; inhibition, % at 10 µM; Q293 LMP1-TROYcd NF-kB luciferase reporter, 4 h;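 active = compounds whose plate-normalised and pattern-corrected inhibition of the luciferase reporter signal at the single screening dose is 50% or more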
SRC2 inh: inhibits human steroid receptor coactivator 2; 370,000 tested, 0.17% active; Q15596; AID 651957; inhibition, % at 9 µM; HEK293 GAL4-SRC2 luciferase reporter, luminescence;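 active = inhibition above the mean inhibition of all tested compounds plus 3 SD, set per campaign, cut at about 52% in these data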;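 also: 0% = DMSO treated cells and 100% = cells given Gossypol at 36 µM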
NOD2 RIPK2 PPI: blocks binding of human NOD2 to RIPK2. O43353. 360,000 tested, 0.38% active. CHO BLA complementation NOD2-RIPK2, CCF4 ratio. AID 624267. inhibition, % at 4.98 µM; in the data active = inhibition above about 21%;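 also: 0% = vehicle only and 100% = reference blocker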
Target sequence (O43353 whole entry, looked up): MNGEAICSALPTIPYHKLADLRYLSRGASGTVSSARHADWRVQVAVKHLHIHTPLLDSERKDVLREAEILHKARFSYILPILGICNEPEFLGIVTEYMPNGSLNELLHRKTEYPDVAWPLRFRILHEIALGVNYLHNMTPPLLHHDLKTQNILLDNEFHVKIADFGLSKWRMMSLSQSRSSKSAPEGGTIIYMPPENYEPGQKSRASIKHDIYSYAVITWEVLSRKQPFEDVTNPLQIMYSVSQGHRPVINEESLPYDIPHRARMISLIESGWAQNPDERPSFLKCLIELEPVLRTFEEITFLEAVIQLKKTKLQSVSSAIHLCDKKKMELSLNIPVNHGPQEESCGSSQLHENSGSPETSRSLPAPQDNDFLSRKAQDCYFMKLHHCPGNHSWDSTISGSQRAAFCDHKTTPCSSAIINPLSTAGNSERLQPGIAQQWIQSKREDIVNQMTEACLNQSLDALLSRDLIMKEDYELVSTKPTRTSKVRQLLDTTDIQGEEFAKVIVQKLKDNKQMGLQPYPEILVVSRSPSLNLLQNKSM
TLR9-MyD88 block: TLR9-MyD88 interaction inhibition; Q9NR96+Q99836; CHO BLA complementation TLR9-MyD88, CCF4 FRET ratio; inhibition, % at 4.98 µM; 340,000 tested, 0.21% active; AID 504734;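 active = inhibition above the mean over all tested compounds plus 3 SD, cut at about 21% in these data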;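 also: 0% = DMSO only wells and 100% = clavulanate BLA inhibitor control wells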
NCOA3 inh: inhibits human SRC3 coactivator; AID 588352; 360,000 tested, 0.17% active; HEK293 GAL4-SRC3 luciferase reporter, luminescence; inhibition, % at 3.6 µM;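 active = inhibition above a per-campaign cutoff, the mean of all compounds plus 3 SD, cut at about 60% in these data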;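 also: 0% = DMSO-treated cells and 100% = gossypol-treated cells at 36 µM; higher means less SRC3-driven luciferase light from the GAL4 reporter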
SRC1 inh: human NCOA1 inhibition | Q15788 | HEK293 GAL4-SRC1 luciferase reporter, luminescence | inhibition, % at 3.6 µM | 360,000 tested, 0.12% active;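 active = inhibition above the campaign mean plus 3 SD, with each screening campaign given its own cutoff, cut at about 60% in these data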;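 also: 0% = DMSO treated cells and 100% = gossypol at 36 µM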
EBV LMP1 NFkB: Epstein-Barr LMP1 NF-kappaB reporter inhibition | AID 504558 | inhibition, % at 12.5 µM | LMP1-induced NF-kappaB luciferase reporter cells, luminescence | 350,000 tested, 0.69% active; in the data active = inhibition above about 41%;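 also: 0% = neutral control wells and 100% = reference inhibitor control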
NR5A2 inv ag: suppresses constitutive activity of human LRH-1. inhibition, % at 3.6 µM. 360,000 tested, 0.13% active. AID 602396. HEK293T StAR-luciferase reporter, LRH-1 transfected, 24 h;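 active = inhibition above the mean inhibition of all tested compounds plus 3 SD, cut at about 73% in these data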;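 also: 0% = DMSO wells and 100% = reporter-only cells lacking LRH-1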
Target sequence (O00482 whole entry, looked up): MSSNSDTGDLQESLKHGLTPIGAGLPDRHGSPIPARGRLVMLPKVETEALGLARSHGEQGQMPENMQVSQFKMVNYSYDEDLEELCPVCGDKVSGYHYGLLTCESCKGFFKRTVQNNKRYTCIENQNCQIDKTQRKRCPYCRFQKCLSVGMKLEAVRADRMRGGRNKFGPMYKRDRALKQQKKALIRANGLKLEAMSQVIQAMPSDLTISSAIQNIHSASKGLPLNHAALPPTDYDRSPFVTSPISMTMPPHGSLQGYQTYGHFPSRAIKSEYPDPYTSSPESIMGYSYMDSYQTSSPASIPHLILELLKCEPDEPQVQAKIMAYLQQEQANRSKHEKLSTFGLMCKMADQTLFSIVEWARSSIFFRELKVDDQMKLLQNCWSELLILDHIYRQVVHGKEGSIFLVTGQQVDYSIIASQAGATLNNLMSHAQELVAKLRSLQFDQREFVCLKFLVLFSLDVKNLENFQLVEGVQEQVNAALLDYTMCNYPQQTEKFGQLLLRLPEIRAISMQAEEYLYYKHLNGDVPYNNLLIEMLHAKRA
Vif inh: blocks HIV Vif function | HEK293T cells, Vif self-association by quenched fluorescence, imaging, 24 h | inhibition, % at 7.49 µM | 340,000 tested, 0.35% active; in the data active = inhibition above about 50%, passing the limit was not always enough; also: some results filed as inactive read as strong as hits
COUP-TFII inh: blocks human COUP-TFII nuclear receptor | inhibition, % at 8.6 µM | 370,000 tested, 0.7% active | HEK293T NGFI-A luciferase reporter, luminescence | P24468;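 active = inhibition above a per-plate cutoff, mean inhibition of test wells between control levels plus 3 SD, cut at about 38% in these data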;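 also: cells cotransfected with COUP-TFII expression vector driving the NGFI-A reporter; 0% = median of COUP-TF2 test wells and 100% = reporter-only cells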
TRAIL sens C8: sensitizes caspase-8 expressing cells to TRAIL; AID 624354; 360,000 tested, 1% active; inhibition (viability loss, TRAIL sensitization), % at 10 µM; NB7+C8 cells + TRAIL, ATPlite viability luminescence;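 active = compounds causing at least 50% loss of cell viability in the single-dose screen, relative to plate controls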
* marks the source's active call; other numbers are inactive results; . = no result given.

(1) CC1=NN(C(=O)c2nn(C)cc2Br)C(O)(C(F)(F)F)C1 (stereo unspecified)
(2) COc1cc(OC)c(C(=O)OCC(=O)Nc2ccccc2Cl)cc1OC
(3) COc1ccc(C(NC(=O)c2ccco2)c2ccc(OC)c(OC)c2)cc1OC
(4) O=C(CN1C(=O)NC2(CCCc3ccccc32)C1=O)N1CCc2ccccc2C1 (stereo unspecified)
(5) Cc1ccc(N2CCN(C(=O)c3[nH]c(C(F)(F)F)nc3-c3ccccc3)CC2)cc1
(6) C[n+]1cccc2c(Br)ccc([O-])c21
(7) COc1cccc(NC(=O)N2CCN(S(C)(=O)=O)CC2)c1
(8) CCCCNC(=O)c1cc2nc(-c3ccccc3)cc(C(F)(F)F)n2n1

assay / entry | 1 | 2 | 3 | 4 | 5 | 6 | 7 | 8
TROY signal inh | -28 | 10 | 10 | . | -3 | -7 | 7 | 2
SRC2 inh | -11 | 3 | -20 | -14 | -5 | -37 | 3 | 3
NOD2 RIPK2 PPI | -6 | 0 | -9 | -4 | -2 | -4 | -8 | 2
TLR9-MyD88 block | -11 | -6 | 5 | -2 | . | 3 | -4 | 1
NCOA3 inh | -34 | -49 | 21 | 2 | -4 | 11 | 17 | -18
SRC1 inh | -48 | 5 | -3 | -10 | 5 | -8 | -4 | -36
EBV LMP1 NFkB | -4 | 4 | 1 | -16 | . | 5 | -1 | -36
NR5A2 inv ag | -93 | 15 | 32 | 0 | -18 | 10 | 6 | -18
Vif inh | -3 | -6 | 3 | -22 | 6 | 13 | -3 | 1
COUP-TFII inh | -25 | -3 | -3 | -3 | 3 | 17 | 6 | -10
TRAIL sens C8 | -5 | 11 | 1 | -7 | 3 | -1 | -16 | 2

(9) COc1ccc2c(c1OC)C(=O)OC2Nc1nc(-c2cc3cc(Br)ccc3oc2=O)cs1 (stereo unspecified)
(10) CCCn1c(SC(C)C(=O)NC2CC2)nnc1-c1ccncc1 (stereo unspecified)
(11) COc1ccc2cc(C#CC3=CC(=O)C[C@H](c4ccc(F)cc4)C3)ccc2c1
(12) O=C1c2ccccc2C(=O)C1C(=O)C1CC1
(13) CCOC(=O)Cc1nc(-c2ccc(Cl)cc2)n[nH]1
(14) Cc1cc(C(=O)CSc2nnnn2C)c(C)n1CCc1ccc(Cl)cc1
(15) O=C(c1ccccc1)N(c1ccccc1)c1nccc2ccccc12
(16) COc1ccc2c(-c3cccnc3)cc(=O)[nH]c2c1

assay / entry | 9 | 10 | 11 | 12 | 13 | 14 | 15 | 16
TROY signal inh | 9 | -15 | 0 | 0 | -41 | 12 | -8 | -8
SRC2 inh | -29 | -19 | 9 | -17 | -32 | -8 | 4 | 1
NOD2 RIPK2 PPI | 0 | -14 | -3 | -5 | -12 | 9 | 3 | -19
TLR9-MyD88 block | 10 | 2 | 1 | 4 | 0 | -9 | 8 | 4
NCOA3 inh | -45 | -13 | -9 | -9 | -17 | 7 | -18 | 3
SRC1 inh | -97 | -11 | 1 | 0 | -28 | -8 | 18 | 3
EBV LMP1 NFkB | -25 | -1 | 34 | -6 | -3 | -12 | 2 | 0
NR5A2 inv ag | -106 | -1 | -6 | 16 | -39 | 23 | 22 | 24
Vif inh | -11 | 27 | 0 | 2 | 4 | 18 | . | -12
COUP-TFII inh | -42 | -4 | 9 | 0 | -2 | 11 | 1 | 3
TRAIL sens C8 | -16 | 5 | -8 | 3 | -11 | 15 | 4 | -19

(17) Cc1ccc(CO/N=C\Cc2snc(Sc3ncc(C(F)(F)F)cc3Cl)c2C#N)cc1
(18) CC(CCc1ccco1)NC(=O)Cn1ncc2c(=O)oc3ccccc3c21 (stereo unspecified)
(19) CC(C)CNC(=O)C(=O)Nc1ccc2c(c1)N(S(=O)(=O)c1cccs1)CCC2
(20) CN(C(=O)COC(=O)C1CCN(S(=O)(=O)c2c(Cl)cccc2Cl)CC1)C1CCCCC1
(21) CCn1c(C)nc2cc(C(=O)NNC(=S)Nc3ccccc3Cl)ccc21
(22) O=C(Nc1ccccc1)c1cc(C2CCCCN2C(=O)c2ccccc2)on1 (stereo unspecified)
(23) C=CCn1c(Cc2cccs2)nnc1SCC(=O)NC1CC1
(24) Cc1ccc(-c2nn(C)c(=O)c3ccccc23)cc1CNC(=O)NC1CCCCC1

assay / entry | 17 | 18 | 19 | 20 | 21 | 22 | 23 | 24
TROY signal inh | -6 | -3 | -31 | 5 | 44 | -9 | 2 | 15
SRC2 inh | -5 | -13 | -21 | -16 | -70 | 2 | -32 | 7
NOD2 RIPK2 PPI | -14 | 2 | 5 | 4 | -4 | -9 | -4 | 1
TLR9-MyD88 block | 2 | -1 | 10 | -6 | 9 | . | 4 | 2
NCOA3 inh | 9 | 9 | -18 | -36 | -48 | -6 | 5 | 14
SRC1 inh | -5 | 0 | -15 | 6 | -61 | -5 | -32 | -12
EBV LMP1 NFkB | -22 | -7 | 1 | 2 | -13 | . | 4 | 0
NR5A2 inv ag | 6 | 9 | -7 | -14 | -135 | -29 | 22 | -9
Vif inh | . | 0 | -9 | 3 | 1 | -3 | -3 | -2
COUP-TFII inh | 5 | -8 | 10 | -12 | -40 | 20 | -3 | 16
TRAIL sens C8 | 2 | 11 | 16 | 12 | 14 | -2 | -2 | 2

(25) Cc1c(C(=O)NCc2ccc(S(N)(=O)=O)cc2)oc2ccc(Cl)cc12
(26) CC(C)(CO)NS(=O)(=O)c1ccc2c(c1)Cc1cc(S(=O)(=O)NC(C)(C)CO)ccc1-2
(27) O=C(NCc1ccncc1)C(=O)NCC1OCCN1S(=O)(=O)c1ccccc1 (stereo unspecified)
(28) CC(NC(=O)[C@H](NC(=O)[C@@H]1Cc2ccccc2CN1)c1ccccc1)c1ccccc1 (stereo partly specified)
(29) COCCN(CCOC)Cc1cc(=O)oc2ccccc12
(30) COc1cccc(CNC(=O)N2CCN(c3ccccc3C)CC2)c1
(31) COc1cc(SC)ccc1C(=O)Nc1ccncc1
(32) COc1ccc(-n2nc3cc(C)c(NC(C)=O)cc3n2)cc1

assay / entry | 25 | 26 | 27 | 28 | 29 | 30 | 31 | 32
TROY signal inh | -13 | 3 | -7 | -18 | -16 | -21 | -18 | 57*
SRC2 inh | -24 | -19 | -3 | -1 | -10 | 15 | -28 | -55
NOD2 RIPK2 PPI | -5 | -6 | -3 | -7 | 9 | -1 | -8 | -7
TLR9-MyD88 block | . | 0 | 0 | -11 | . | 1 | -2 | -4
NCOA3 inh | -84 | 0 | -2 | 24 | 5 | 2 | -28 | -84
SRC1 inh | -43 | -14 | -6 | -12 | 7 | -3 | -16 | -91
EBV LMP1 NFkB | -7 | 4 | 7 | -11 | . | -2 | 2 | 20
NR5A2 inv ag | -21 | -9 | 14 | 1 | -8 | -27 | -36 | -109
Vif inh | 4 | -4 | 10 | -6 | . | 5 | -4 | 2
COUP-TFII inh | -29 | -12 | -2 | 8 | -4 | -15 | -7 | -45
TRAIL sens C8 | 26 | 8 | 11 | 0 | -1 | 8 | 0 | 74*

(33) CC(C)n1c(SCC(N)=O)nc2c1c(=O)[nH]c(=O)n2C
(34) Cc1ccc(S(=O)(=O)N2CCCC2C(=O)NCCc2nc3ccccc3[nH]2)cc1 (stereo unspecified)
(35) O=C(CCC(=O)N1CCOc2ccccc21)Nc1cc(F)ccc1F
(36) Cc1cc(C)cc(C(=O)NCC(=O)OCC(=O)N2c3ccccc3NC(=O)C2(C)C)c1
(37) Cc1ccc(C2=NCCn3c2c2ccc(C(F)(F)F)cc2[n+]3[O-])cc1
(38) Nc1cc(N)cc(C(=O)OCC(=O)Nc2cc(S(=O)(=O)N3CCCCC3)ccc2Cl)c1
(39) O=C(CCc1nc2ccccc2s1)Nc1cccnc1
(40) Cc1ccccc1-c1nc(NC(C)C)nc2cc(-c3ccccc3)sc12

assay / entry | 33 | 34 | 35 | 36 | 37 | 38 | 39 | 40
TROY signal inh | 22 | -13 | -2 | 2 | 19 | -6 | 12 | 1
SRC2 inh | -23 | -10 | 9 | -2 | -7 | -3 | 5 | -23
NOD2 RIPK2 PPI | 1 | 6 | -6 | 1 | 1 | 3 | 9 | -9
TLR9-MyD88 block | 8 | -5 | -8 | 4 | 2 | -2 | 10 | .
NCOA3 inh | -9 | 8 | 20 | 10 | -5 | 9 | -4 | 2
SRC1 inh | -8 | 0 | 1 | 8 | -9 | -31 | -10 | -14
EBV LMP1 NFkB | -3 | 7 | 10 | -32 | -10 | -2 | -3 | .
NR5A2 inv ag | -18 | 13 | -6 | -11 | 10 | 7 | -10 | -6
Vif inh | 2 | -7 | 2 | -4 | 2 | 2 | 5 | -17
COUP-TFII inh | -15 | 12 | 15 | -12 | 5 | 18 | -4 | 3
TRAIL sens C8 | 6 | -1 | 13 | -6 | 15 | -9 | -8 | -9

(41) CC[n+]1c(/C=C2\C=C(C)CC(C)(C)C2)sc2ccccc21
(42) COc1ccc2oc(C(=O)OCC(=O)NC3CCS(=O)(=O)C3)c(C)c2c1 (stereo unspecified)
(43) COc1ccc2c(=O)cc(-c3ccccc3F)oc2c1
(44) CCOC(=O)C1=C(C)OC(N)=C(C#N)C1c1ccc(O)c(OC)c1 (stereo unspecified)
(45) COc1ccc(C(=O)C2CCCN(Cc3cccn3-c3nccs3)C2)cc1OC (stereo unspecified)
(46) COc1ccc(S(=O)(=O)N2CCC(C(=O)NCc3cccnc3)CC2)cc1OC

assay / entry | 41 | 42 | 43 | 44 | 45 | 46
TROY signal inh | 18 | -10 | -22 | 7 | -14 | -5
SRC2 inh | 2 | 0 | -55 | 4 | -15 | -4
NOD2 RIPK2 PPI | -4 | -13 | -5 | -3 | 3 | 0
TLR9-MyD88 block | 4 | 1 | -4 | -13 | -3 | -3
NCOA3 inh | 8 | 5 | -17 | 9 | 21 | 0
SRC1 inh | 0 | -14 | -16 | -50 | 23 | -10
EBV LMP1 NFkB | 10 | -2 | -5 | -4 | -6 | -13
NR5A2 inv ag | 21 | -3 | -25 | -9 | -10 | 2
Vif inh | 26 | . | -2 | -4 | -1 | 3
COUP-TFII inh | 22 | 3 | -31 | 9 | 3 | 27
TRAIL sens C8 | -7 | 4 | 25 | -29 | 11 | -30

Limited to COUP-TFII inh and TLR9-MyD88 block, for some of the entries so far:
| cpd | SMILES | COUP-TFII inh | TLR9-MyD88 block |
| --- | --- | --- | --- |
| 41 | CC[n+]1c(/C=C2\C=C(C)CC(C)(C)C2)sc2ccccc21 | 22 | 4 |
| 44 | CCOC(=O)C1=C(C)OC(N)=C(C#N)C1c1ccc(O)c(OC)c1 (stereo unspecified) | 9 | -13 |
| 43 | COc1ccc2c(=O)cc(-c3ccccc3F)oc2c1 | -31 | -4 |

Record cards (already shown).
Results for CCOC(=O)C1=C(C)OC(N)=C(C#N)C1c1ccc(O)c(OC)c1 (stereo unspecified) = TROY signal inh: 7; SRC2 inh: 4; NOD2 RIPK2 PPI: -3; TLR9-MyD88 block: -13; NCOA3 inh: 9; SRC1 inh: -50; EBV LMP1 NFkB: -4; NR5A2 inv ag: -9; Vif inh: -4; COUP-TFII inh: 9; TRAIL sens C8: -29
Results for COc1ccc2c(=O)cc(-c3ccccc3F)oc2c1 = TROY signal inh: -22; SRC2 inh: -55; NOD2 RIPK2 PPI: -5; TLR9-MyD88 block: -4; NCOA3 inh: -17; SRC1 inh: -16; EBV LMP1 NFkB: -5; NR5A2 inv ag: -25; Vif inh: -2; COUP-TFII inh: -31; TRAIL sens C8: 25

A portion of the library; rates above refer to the full screens.
